KDM4E inh – qHTS Assay for Inhibitors of Human Jumonji Domain Containing 2E (JMJD2E). Lysine-specific demethylase 4E (Homo sapiens), B2RXH2. JMJD2E catalytic domain, FDH-coupled NADH fluorescence (FDH is formaldehyde dehydrogenase). Potency, µM (highest dose often 57.1 µM), for the others: at the highest dose activity change, negative = inhibition, hits mostly inhibitors. hit rate 1.6% among 230,000; active = well fitted inhibition curve with a large enough effect, not every such curve was filed as active; inconclusive = small, poorly fitted or top-dose-only effect, or another doubt; inactive = no such curve, though single readings can be large or run the other way;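 also: 0% = wells with enzyme and -100% = buffer wells without enzyme; nearly all actives have a fitted effect of over 50% in size; many of its hits are not listed in these tables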
Lamin A splicing – qHTS Assay for Modulators of Lamin A Splicing; HeLa LMNA splicing GFP/RFP minigene ratio, 48 h; Potency, µM (titrated, usually from 46.1 µM), without a hit: at the highest dose ratio change, negative = inhibition, hits mostly inhibitors; hit rate 0.01% among 200,000; active = well fitted inhibition curve with a large enough effect in the signal ratio, with a control signal flat, not every such curve was filed as active; inconclusive = small, poorly fitted or top-dose-only effect, or effect the other way, or a change in a side signal; the % refers to the signal ratio; also: % is scaled to controls: 0 for no effect and ±100 for the full control effect
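S3 HeLa stable clones carrying a lamin A-EGFP splicing minigene plus DsRed2 were seeded at 600 cells/well in Opti-MEM with 2% FBS, pin-dosed and incubated 48 h at 37°C. Acumen cytometry (488 nm) gave the GFP/RFP total-intensity ratio.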
RECQ1 helicase – qHTS Assay for Inhibitors of RecQ-Like Dna Helicase 1 (RECQ1); ATP-dependent DNA helicase Q1 (Homo sapiens), P46063; RECQ1 DNA unwinding, red fluorescence kinetic read; Potency, µM (series often up to 57.3 µM), for inactives: at the highest dose activity, negative = inhibition, actives largely listed as inhibitors; hit rate 0.54% among 240,000;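 also: plate controls were vehicle for no effect and no enzyme for full effect; nearly all actives have a fitted effect of over 30% in size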
Target sequence (P46063 whole entry, looked up): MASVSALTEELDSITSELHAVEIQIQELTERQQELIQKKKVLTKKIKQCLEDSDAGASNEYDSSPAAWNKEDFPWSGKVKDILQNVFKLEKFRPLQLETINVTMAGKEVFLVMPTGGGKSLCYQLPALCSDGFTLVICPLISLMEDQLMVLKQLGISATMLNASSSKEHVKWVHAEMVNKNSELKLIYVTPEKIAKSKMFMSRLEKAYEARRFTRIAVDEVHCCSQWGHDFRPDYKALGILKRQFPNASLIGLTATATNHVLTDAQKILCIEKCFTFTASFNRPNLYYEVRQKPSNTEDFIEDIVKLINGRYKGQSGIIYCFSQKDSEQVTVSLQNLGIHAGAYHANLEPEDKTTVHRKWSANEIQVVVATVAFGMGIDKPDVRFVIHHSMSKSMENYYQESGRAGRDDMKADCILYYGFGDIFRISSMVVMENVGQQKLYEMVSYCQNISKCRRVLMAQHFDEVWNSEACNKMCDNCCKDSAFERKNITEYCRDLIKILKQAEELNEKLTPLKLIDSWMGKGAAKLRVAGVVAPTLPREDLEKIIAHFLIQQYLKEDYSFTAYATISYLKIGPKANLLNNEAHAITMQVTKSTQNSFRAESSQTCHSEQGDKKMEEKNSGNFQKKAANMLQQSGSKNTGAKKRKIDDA
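RECQ1T1 50 nM; forked duplex (20 bp + 30-nt ss tails) 200 nM, ATP 2 mM final; pH 8.0, 2 mM MgCl2, 2.5 ug/ml poly(dI-dC); 15 min compound preincubation; discontinuous kinetic read over 2 h at RT.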
RGS12 GoLoco inh – qHTS Assay for Inhibitors of RGS12 GoLoco Motif Activity (Red Fluorophore); Potency, µM (doses to about 61.6 µM), inactives show top-dose activity, negative = inhibition, usual class: inhibitors; Guanine nucleotide-binding protein G(i) subunit alpha-1 (Homo sapiens), P63096; Gai1:RGS12 GoLoco peptide FP, rhodamine, 10 min; hit rate 0.44% among 230,000; active = well fitted inhibition curve with a large enough effect, not every such curve was filed as active; inactive = no such curve, though single readings can be large or run the other way; also: % is scaled to controls: 0 for no effect and ±100 for the full control effect; nearly all actives have a fitted effect of over 30% in size; many of its hits are not listed in these tables
Target sequence (P63096 whole entry, looked up): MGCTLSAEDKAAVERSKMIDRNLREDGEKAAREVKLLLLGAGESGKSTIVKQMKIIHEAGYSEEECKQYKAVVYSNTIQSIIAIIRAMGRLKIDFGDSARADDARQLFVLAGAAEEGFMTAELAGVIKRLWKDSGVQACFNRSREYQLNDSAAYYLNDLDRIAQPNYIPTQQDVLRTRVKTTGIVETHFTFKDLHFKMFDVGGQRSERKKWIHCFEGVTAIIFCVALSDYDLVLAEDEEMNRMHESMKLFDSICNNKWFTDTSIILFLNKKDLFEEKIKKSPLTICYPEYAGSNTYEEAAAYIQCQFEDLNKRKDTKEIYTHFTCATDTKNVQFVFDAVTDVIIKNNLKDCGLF
ALDH1A1 block – qHTS Assay for Inhibitors of Aldehyde Dehydrogenase 1 (ALDH1A1) | Aldehyde dehydrogenase 1A1 (Homo sapiens), P00352 | Purified ALDH1A1, NADH fluorescence, propionaldehyde substrate | Potency, µM (titrated, usually from 75.3 µM), without a hit: at the highest dose activity, negative = inhibition, hits mostly inhibitors | hit rate 7.3% among 220,000 | AID 1030, 2008; active = well fitted inhibition curve with a large enough effect, not every such curve was filed as active; inconclusive = small, poorly fitted or top-dose-only effect, or another doubt; inactive = no such curve, though single readings can be large or run the other way;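 also: plate controls were no enzyme wells and a reference inhibitor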
TRb-SRC2 inh – qHTS for Inhibitors of the Interaction of Thyroid Hormone Receptor and Steroid Receptor Coregulator 2; Thyroid hormone receptor beta (Homo sapiens), P10828; TRbeta-SRC2 peptide binding, fluorescence polarization; receptor liganded with 1 µM T3; Potency, µM (doses to about 106 µM), inactives show at the highest dose activity change, negative = inhibition, usual class: inhibitors; hit rate 0.065% among 280,000; AID 1469, 2008;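 also: plate controls were bound peptide for no effect and peptide without receptor for full effect; nearly all actives have a fitted effect of over 50% in size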
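Polarization signal, normalized between peptide-alone and full complex controls, measured compound effects on T3-liganded human TRb LBD (0.6 uM) binding 20 nM Texas Red SRC2 peptide after 5 hr.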
SMN2 splice up – qHTS Assay for Enhancers of SMN2 Splice Variant Expression; Potency, µM (series often up to 46.1 µM), for inactives: at the highest dose activity change, positive = activation, actives largely listed as activators; hit rate 2.8% among 210,000; HEK293 SMN2-luciferase splicing reporter, luminescence, 30-36 h; also: % of control where 0% means no effect; nearly all actives have a fitted effect of over 55% in size
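HEK293 cells carry an SMN2 […]–luciferase reporter in which exon 7 inclusion puts luciferase in frame. Cells were plated 10-12 h before compound addition, then incubated 30-36 h at 37C. ONE-Glo luminescence was read; sodium butyrate at 4.5 mM final served as control.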
TR SRC2 fluor cs – Total Fluorescence Counterscreen for Inhibitors of the Interaction of Thyroid Hormone Receptor and Steroid Receptor Coregulator 2; TRb/SRC2 Texas Red total fluorescence interference; Potency, µM (titrated, usually from 106 µM), without a hit: at the top dose fluorescence change, negative = quenching; hit rate 0.29% among 280,000; active = well fitted curve in either direction with a large enough effect; inconclusive = small, poorly fitted or top-dose-only effect; also: % is scaled to controls: 0 for no effect and ±100 for the full control effect
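Human TRb ligand-binding domain at 0.6 uM with 20 nM Texas Red SRC2 peptide in Tris buffer containing 1 uM T3 and 5% DMSO, incubated with compound 5 h at ambient temperature. Total fluorescence (555/632 nm) calculated as parallel + 2 × perpendicular.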
Starred values were filed as active, the others as inactive; i = inactive; ? = inconclusive; nt = not tested or not shown; & = joins results of further samples; [ ] = dose if it differs, or a comment. Unless noted, calls follow the shape of the dose curve; as a rule, active = well fitted curve in the direction sought with a large enough effect; inconclusive = small, poorly fitted or top-dose-only effect, or another doubt; inactive = no such curve, though single readings can be large; an effect the other way counts as inactive or inconclusive. Potency is read from the fitted curve at half-maximal effect.

Each structure is followed by: KDM4E inh	Lamin A splicing	RECQ1 helicase	RGS12 GoLoco inh	ALDH1A1 block	TRb-SRC2 inh	SMN2 splice up	TR SRC2 fluor cs
- COC(=O)Cn1c(=O)c2c(nc3n2CC(C)CN3c2ccc(C)c(C)c2)n(C)c1=O (stereo not drawn)
 : 0%	nt	12%	2%	nt	-5%	nt	-5%
- c1ccc(Oc2cccc(OCCCn3cncn3)c2)cc1
 : -2%	-3%	i	2%	-14%	2%	0%	2%
- O=C(O/N=C(/c1ccccc1)c1ccncc1)c1cccc(F)c1
 : -10%	nt	-12%	10%	-9%	0%	5%	0%
- CCOC(=O)c1cnn(-c2ncnc3c2oc2ccccc23)c1N
 : 6%	-3%	i	-2%	8%	-1%	10µM*	-3%
- CCN(C(=O)COC(=O)/C=C/c1ccccc1)C1CCCCC1
 : 3%	-9%[46 µM]	i	8%	-11%	9%	5%	-1%
- COc1cccc(NC(=O)c2ccc(NC(=O)C(C)C)cc2)c1
 : 1%	nt	-12%	6%	2%	1%	nt	-3%
- COc1ccc2ccccc2c1C(O)c1nccn1C (stereo not drawn)
 : -5%	?	-13%	-1%	14%	-4%	3%	3%
- COc1ccc(NC(=O)C(C)SCc2ccccc2)cc1OC (stereo not drawn)
 : -5%	?	-12%	2%	-14%	-1%	-24%	2%
- CN(C)C(=O)/C=C\c1cn(-c2ccccc2)nc1-c1ccc2c(c1)OCCO2
 : ?	-19%[46 µM]	16%	12%	-9%	-7%	-22%	-2%
- O=C(CN1CCCC1)Nc1c(C(=O)C2CC2)oc2ccccc12
 : ?	nt	0%	6%	nt	-1%	nt	-5%
- O=C(CSc1nc2[nH]ncc2c(=O)[nH]1)NCc1ccccc1
 : 8%	0%	3%	-2%	1%	-7%	0%	1%
- CC(=NCCN1CCN(C(C)=C2C(=O)c3ccccc3C2=O)CC1)C1=C(O)CC(C)(C)CC1=O
 : 1%	3%	0%	3%	?	1%	-3%	0%
- CCCC(C(=O)N1CCOCC1)N1C(=O)C2C3C=CC(C3)C2C1=O (stereo not drawn)
 : 1%	1%	-7%	-1%	-4%	-2%	20%	0%
- O=C(CSc1nncc2ccccc12)N1CCCCC1
 : 7%	nt	5%	-5%	10µM*	1%	-2%	-2%
- CC(=O)Nc1cccc(NC(=O)c2cc3ccccc3o2)c1
 : 6%	-10%	-1%	3%	-4%	-8%	11µM*	-2%
- O=C(Nc1cccc(F)c1)OC(CN1CCCCC1)C(F)(F)F (stereo not drawn)
 : 5%	19%	i	1%	7%	8%	16%	2%
- CCOCCCNC(=O)/C(C#N)=C/c1ccc([N+](=O)[O-])o1
 : 35%[activator]	?	?	35%[activator]	4µM*	-7%	-52%[inhibitor]	16%
- C=C(C)C(=O)N1CC2(CC(c3cccc(NC(=O)CC)c3)=NO2)C[C@H]1C(N)=O (stereo partly drawn)
 : -1%	nt	-2%	9%	nt	-6%	nt	-1%
- O=C(/C=C/C(=O)Oc1ccccc1C(=O)O)Oc1ccccc1C(=O)O
 : ?	3%	i	0%	-9%	-3%	5%	-13%
- Cc1ccc(N2CCN(C(=O)c3ccccc3NC(=O)/C=C\C(=O)O)CC2)cc1
 : 12%	7%	-10%	2%	12%	-11%	-5%	0%
- COc1ccc(-c2noc(CN3C(=O)c4ccccc4C3=O)n2)cc1
 : -4%	-10%	-8%	6%	-4%	-5%	-17%	0%
- O=C(COC(=O)c1ccc(F)cc1)Nc1nc2ccc([N+](=O)[O-])cc2s1
 : 17%	3%[46 µM]	i	21%	9%	10%	2%	-3%
- Cc1cc(NC(=O)CCN2C(=O)/C(=C/c3ccccc3F)SC2=S)no1
 : -7%	nt	-22%	0%	-4%	-8%	-17%	2%
- Cc1noc2ncnc(SCc3ccc(C(F)(F)F)cc3)c12
 : -1%	nt	i	6%	nt	-4%	nt	0%
- c1ccc(Oc2cccc(CN3CCCCC3)c2)cc1
 : 2%	-4%	4%	7%	7%	-6%	-3%	1%
- Cc1cc(NC(=O)NC2CCCN2S(=O)(=O)c2ccc(Cl)cc2)no1 (stereo not drawn)
 : 1%	-5%	-2%	-1%	-6%	-12%	-8%	3%
- Cc1cc(/C=C2\SC(=S)NC2=O)cc(C)c1O
 : 9%	?	-17%	124%[activator]	?	10%	nt	-11%
- Cc1cccc(N2CCN(C(=O)c3ccc4c(c3)OCCO4)CC2C)c1 (stereo not drawn)
 : -1%	0%[46 µM]	-3%	11%	6%	-8%	19%	-4%
- CCN1CCN(C(=O)c2cc(-c3cccnc3)nc3ccc(Br)cc23)CC1
 : -2%	-8%	-3%	0%	-9%	-17%	-3%	-3%
- Nc1nc(-c2ccc(Cl)cc2Cl)cn1N
 : 1%	?	i	6%	4%	-6%	4%	2%
- S=C(NCc1ccco1)N1CCN(C(c2ccccc2)c2ccccc2)CC1
 : -1%	-5%	-13%	-2%	?	-4%	-3%	-4%
- O=C1NNC(c2ccccc2)=N/C1=C\c1ccco1
 : -14%	5%[46 µM]	-27%	38%[activator]	?	-1%	nt	-4%
- Cc1c(C(=O)N2CCOCC2)sc2ncnc(N3CCc4ccccc4C3)c12
 : -6%	?	i	4%	0%	4%	-3%	-2%
- O=C(NCCCn1ccnc1)c1cc(-c2ccc3c(c2)OCO3)on1
 : 20%	-3%	-2%	11%	4%	1%	-5%	-5%
- Cc1cc(C(=O)N/N=C/c2c(C)n(C)c3ccccc23)n[nH]1
 : -16%	-4%	-1%	4%	-6%	-3%	8%	-4%
- CCN(CC)CCNc1ncnc2c1sc1nc(N3CCOCC3)c3c(c12)CC(C)(C)SC3
 : ?	?	-9%	4%	-5%	5%	-39%[inhibitor]	-6%
- O=C(Nc1ccc(Cl)cc1)Nc1nnc(/C=C/c2ccccc2)s1
 : ?	nt	i	39%[activator]	nt	0%	nt	-6%
- COc1ccccc1Oc1ccc(S(=O)(=O)Nc2cccnc2)cc1
 : 3%	?	-5%	5%	38%[activator]	-5%	-116%[inhibitor]	-6%
- COCCNC(=O)CCCCCN1C(=O)CCC1=O
 : -3%	-3%	1%	-36%	12%	-12%	?	-2%
- Cc1ccc2cc(CCNC(=O)c3cccs3)c(=O)[nH]c2c1C
 : ?	?	-30%	-9%	-4%	6%	10µM*	-1%
- COc1cccc(/C=N/NC(=O)c2c(-c3ccccc3)noc2C)c1O
 : 32µM*	?	-4%	0%	0%	-2%	-70%[inhibitor]	0%
- CCc1c(C)nc(SCC(=O)N2CCc3ccccc32)[nH]c1=O
 : 4%	-8%	5%	10%	-10%	0%	23%	-5%
- CC1(C)CC(Nc2ccc(Nc3ccccc3)cc2)CC(C)(C)N1
 : 8%	?	-3%	-1%[14.2 µM]	?	-1%	-7%[9.22 µM]	-4%
- Nc1nc(-c2nc3ccccc3[nH]2)cs1
 : -16%	4%	-14%	12%	6%	-1%	16µM*	0%
- O=C(Nc1ccccc1N1CCOCC1)c1cccnc1
 : -7%	3%[9.22 µM]	0%	9%	3%	6%	-5%	-1%
- COC(=O)c1cc(C(=O)Nc2ccc(S(N)(=O)=O)cc2)cc([N+](=O)[O-])c1
 : 8%	-2%[46 µM]	-6%	1%	12%	-2%	-3%	-6%
- COc1cc(NC(=O)c2cccs2)c(C(=O)OCC(=O)NC(C)c2ccccc2)cc1OC (stereo not drawn)
 : ?	-9%	i	-7%	-12%	-2%	-16%	-5%
- COc1ccc(C2CC(=O)c3cnc(NC(=O)c4ccccc4OC)nc3C2)c(OC)c1 (stereo not drawn)
 : -4%	-12%	-6%	19%	-7%	-6%	10%	-2%
- N#CCCn1c(C2CCCCC2)nc2ccccc21
 : -1%	-7%	-2%	-2%	1%	2%	1%	-4%
- Cc1cccc(Nc2c([N+](=O)[O-])cc(C(=O)N3CC(=O)Nc4ccccc43)cc2[N+](=O)[O-])c1
 : 4%	nt	-16%	0%	-3%	9%	-12%	-1%

Other records.
Each structure is followed by: KDM4E inh	Lamin A splicing	RECQ1 helicase	RGS12 GoLoco inh	ALDH1A1 block	TRb-SRC2 inh	SMN2 splice up	TR SRC2 fluor cs
- CCOc1ccc(C(=O)OCC(=O)c2c(N)n(C)c(=O)n(C)c2=O)cc1OCC
 : 10%	4%	-6%	4%	12%	0%	-15%	-5%
- Cc1cc(O)c(/C=N/OCc2ccc(Cl)cc2Cl)c(=O)o1
 : 3%	?	-5%	4%	8%	6%	-11%	4%
- COC(=O)c1ccc(S(=O)(=O)NNC(=O)c2ccc(S(=O)(=O)N3CCCCC3)cc2)cc1
 : 2%	2%	-17%	-1%	?	7%	-9%	0%
- CCOc1ccc(NC(=O)N2CCC(c3ccc(C)cc3)C2)cc1 (stereo not drawn)
 : 3%	24%[46 µM]	-4%	7%	-8%	5%&8%	-6%	-6%&-4%
- O=c1cnc2cnc(Nc3ccccc3)nc2n1Cc1ccc(F)cc1
 : nt	?	i	22%	7%	nt	nt	nt
- CCOC(=O)c1c(C)[nH]c(C(=O)COC(=O)/C=C/c2ccc(OC(F)F)cc2)c1C
 : 6%	8%	3%	34%[activator]	?	2%	-23%	-1%
- Cn1c(N)c(C(=O)COc2ccc(C#N)cc2)c(=O)n(C)c1=O
 : -7%	-21%[9.22 µM]	6%	-1%	8%	0%	0%	-3%
- COc1ccc(C(=O)N2CCC3(CCCN(C(=O)Nc4cccc(F)c4)C3)CC2)cc1
 : nt	nt	-5%	4%	3%	nt	-6%	nt

High-throughput results from PubChem.

Some of the compounds tested (hit frequency here may not be typical).
